CatB inh: human cathepsin B inhibitors, primary screen, biochemical, fluorogenic substrate | AID 453, 2006 | purified cathepsin B, fluorescence | inhibition, %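 (tested at 10 µM)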 | 63,000 tested, 0.1% active; in the data active means inhibition above about 21%;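 further: 0% = enzyme with no compound and 100% = no enzyme blank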
Cathepsin G inh: human cathepsin G inhibitors, primary screen, biochemical, pooled compound mixtures, AMC fluorescence | purified enzyme, AMC-tetrapeptide fluorescence | 62,000 tested, 0.2% active | P08311 | inhibition, % at 5 µM (by protocol);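 active means inhibition above 20% in each of the two mixture wells holding the compound; inactive means inhibition of 20% or less in either well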;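 further: 0% = enzyme control without mixture and 100% = blank lacking enzyme; strong numbers were not always called active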
CatB mix inh: cathepsin B inhibitors from pooled compounds, primary screen, biochemical, compound mixtures, AMC fluorescence; P07858; Purified cathepsin B, AMC dipeptide fluorescence; inhibition, %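 (ten-compound pools at 5 µM per compound and 50 µM total)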; 62,000 tested, 0.06% active; AID 488, 2006; in the data active means inhibition above about 22%, passing the limit was not always enough;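 further: 0% = enzyme without compound and 100% = no enzyme blank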
CatL block: inhibitors of human cathepsin L, biochemical; 58,000 tested, 0.17% active; AID 460, 2006; purified cathepsin L, fluorogenic substrate, fluorescence; inhibition, %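 (tested at 10 µM)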; in the data active means inhibition above about 45%;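 further: 0% = enzyme with no compound and 100% = no enzyme blank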
AP complement: alternative complement pathway inhibitors, primary screen, biochemical, ELISA, human serum, orthogonally pooled compounds; LPS-coated ELISA, C3 deposition; tested in compound mixtures; 62,000 tested, 0.08% active; inhibition, % at 5 µM;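 active means inhibition above 30% in each of the two pooled mixtures holding the compound, so the lower value exceeds 30%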;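 further: 0% = serum in Mg-EGTA without compound and 100% = EDTA serum blank; some compounds past the cut are filed as inactive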
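Test system: human serum alternative complement pathway, C3 deposition on LPS-coated wells; also added: Plate-bound LPS; doses: 5 µM per compound in ten-compound mixtures; schedule: 1 h at 37 °C; detection: Anti-C3 ELISA, OD 450 nm; evaluation: percent inhibition of C3 deposition onto LPS; repeats: two pool placements per compound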
FXIIa inh mix: human factor XIIa inhibitors, primary screen, biochemical, pooled compound mixtures, fluorogenic substrate; Coagulation factor XII (Homo sapiens), P00748; purified FXIIa; inhibition, % at 5 µM; 62,000 tested, 0.2% active; AID 684, 2007;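 further: 0% = enzyme without compound and 100% = no enzyme blank; some results filed as inactive read as strong as hits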
C1s block: complement C1s protease inhibitors, primary screen, biochemical, 10-compound mixtures | Complement C1s subcomponent (Homo sapiens), P09871 | purified C1s, fluorogenic AMC substrate, pooled mixtures | mean inhibition % of two 10-compound mixtures (active compounds read high), % at 5 µM (by protocol) | 62,000 tested, 0.16% active;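 active means inhibition above 20% in each of the two 10-compound mixture wells holding the compound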;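 further: 0% = enzyme wells lacking compound mixture and 100% = no-enzyme blank wells; some compounds called inactive have numbers as strong as hits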
CatS inh: inhibitors of human cathepsin S, biochemical, compound mixtures; inhibition, %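 (tested at 5 µM per compound within 10-compound mixtures)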; recombinant cathepsin S, AMC dipeptide fluorescence, pooled mixtures; AID 501, 2006; P25774; 62,000 tested, 0.06% active; in the data active means inhibition above about 32%, passing the limit was not always enough;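 further: 0% = enzyme without compound and 100% = blank without enzyme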
Target sequence (P25774 115-331 limits assumed): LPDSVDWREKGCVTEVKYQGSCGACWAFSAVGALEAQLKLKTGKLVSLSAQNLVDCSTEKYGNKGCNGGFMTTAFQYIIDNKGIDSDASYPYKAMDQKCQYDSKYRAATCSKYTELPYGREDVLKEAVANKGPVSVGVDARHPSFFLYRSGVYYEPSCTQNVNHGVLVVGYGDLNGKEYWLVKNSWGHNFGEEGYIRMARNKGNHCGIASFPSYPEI
FXIa mix inh: FXIa protease inhibitors in compound pools, primary screen, biochemical, 10-compound mixtures. inhibition, % at 5 µM. 62,000 tested, 0.19% active. AID 680, 2007. purified FXIa, fluorogenic substrate, pooled mixtures. Coagulation factor XI (Homo sapiens), P03951;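 further: each value is inhibition by a whole ten-compound pool holding the compound; 0% = enzyme with no mixture and 100% = wells lacking enzyme; strong numbers were not always called active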
Target sequence (P03951 19-387 limits assumed): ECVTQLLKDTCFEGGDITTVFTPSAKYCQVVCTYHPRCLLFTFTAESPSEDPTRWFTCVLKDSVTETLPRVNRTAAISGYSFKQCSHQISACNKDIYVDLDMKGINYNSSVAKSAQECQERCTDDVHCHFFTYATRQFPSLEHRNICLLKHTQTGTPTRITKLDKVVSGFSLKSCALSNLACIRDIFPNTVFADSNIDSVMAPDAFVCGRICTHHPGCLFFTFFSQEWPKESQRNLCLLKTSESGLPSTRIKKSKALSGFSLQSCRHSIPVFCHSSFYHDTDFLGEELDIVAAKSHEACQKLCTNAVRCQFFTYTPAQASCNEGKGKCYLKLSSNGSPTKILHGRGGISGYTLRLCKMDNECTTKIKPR
Target sequence (P03951 388-625 limits assumed): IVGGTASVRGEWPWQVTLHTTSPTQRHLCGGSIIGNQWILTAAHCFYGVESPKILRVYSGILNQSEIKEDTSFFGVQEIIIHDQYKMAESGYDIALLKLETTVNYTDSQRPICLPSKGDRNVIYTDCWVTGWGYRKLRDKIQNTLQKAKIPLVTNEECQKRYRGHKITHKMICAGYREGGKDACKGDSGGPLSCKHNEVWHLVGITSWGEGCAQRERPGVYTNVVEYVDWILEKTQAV
Starred values were filed as active, the others as inactive; / = not tested or not shown. Unless noted, no stated cut-off is given here; in the data, active means inhibition above about 20% (passing the limit was not always enough); inactive means the rest. An excerpt. The share of hits here may be higher or lower than overall.

mol	CatS inh	FXIa mix inh	AP complement	C1s block	CatL block	CatB inh	CatB mix inh	Cathepsin G inh	FXIIa inh mix
O=C(c1csc2ccccc12)N1CCCCCC1	-20	-18	15	-63	5	2	-18	-16	-15
CCN(C(=O)c1coc(=O)c2ccccc12)c1cc(OC)ccc1OC	20	1	9	-4	7	-3	7	23	0
CC(C)(C)NC(=O)CSc1nnc(Cc2ccc3c(c2)OCO3)n1C1CCCCC1	5	8	1	4	/	3	0	3	3
COc1cccc(-c2nc(CS(=O)(=O)CC(=O)N3CCN(C)CC3)c(C)o2)c1	13	3	6	4	12	5	3	10	15
Cc1nnc(SCCC(C)C)[nH]c1=O	-4	9	10	-3	/	-1	-3	-2	-3
Cc1ccccc1Cn1cnc2c(cnn2C(C)(C)C)c1=O	18	5	7	-43	10	2	6	-1	7
CCCCN(C)CCCNC(=O)CC1Oc2ccccc2NC1=O (centres undefined)	-5	10	8	5	-8	-2	-1	6	-14
CCc1ccc(C2CC(c3ccccc3C)n3nc(N)nc3N2)cc1 (centres undefined)	-1	3	21	-3	-1	-2	4	7	6
CC1Oc2ccccc2N(Cc2ccccc2F)C1=O (centres undefined)	-6	7	19	3	-2	4	2	6	-14
Cc1cccc(-n2c(=O)[nH]c3c(C(N)=O)nc(-c4ccccc4Cl)nc32)c1	-2	8	13	-41	/	-5	3	-2	1
Cc1ccc2c(c1)N(CC(=O)NCc1cccs1)C(=O)CO2	-21	-16	9	-104	13	1	-14	-11	10
COc1cc2ccccc2cc1C(=O)OCC(=O)N1CCOCC1	0	-3	14	-42	-22	-9	0	-4	6
CC(C)Sc1nnc(NC(=O)C2CC2)s1	-3	17	12	-34	/	2	30	8	14
CC1CCc2c(sc3ncnc(N4CCOCC4)c23)C1 (centres undefined)	4	0	2	-4	/	-2	5	2	2
O=c1oc2ccccc2c(O)c1C=NCc1ccccn1	8	-5	-8	1	35	2	2	1	-1

(next part)
mol	CatS inh	FXIa mix inh	AP complement	C1s block	CatL block	CatB inh	CatB mix inh	Cathepsin G inh	FXIIa inh mix
Cc1ccc(C)c(-c2nnc(OCC(=O)Nc3cc(C)on3)c3ccccc23)c1	1	-1	-15	-3	0	-2	-1	7	1
COc1cc(C2C(C#N)=C(N)Oc3cc(O)ccc32)cc2c1OCO2 (centres undefined)	-3	2	4	1	0	1	3	-6	9
N#CC1=C2SCCN2C(=O)C(C#N)C12CCCCC2 (centres undefined)	-3	4	9	4	6	0	1	0	1
C/C(=C\c1ccco1)C1C(C#N)=C(N)Oc2n[nH]c(-c3ccccc3)c21 (centres undefined)	6	4	-14	-21	/	7	5	-12	10
CCOc1cccc(-c2nnc(SCC(=O)Nc3cc(OC)cc(OC)c3)n2N)c1	11	3	4	15	3	2	4	9	0
COc1cccc(N(CC(=O)NC(C)(C)C)C(=O)C2CSC(=O)C2)c1 (centres undefined)	17	1	-11	-20	0	4	0	-10	1
CCN(CC)CCOC(=O)c1c(C)n(C)c2ccc(OC)cc12	0	5	3	3	-5	-4	1	12	-1
Cn1c(NC(=O)c2ccco2)cc(=O)n(C)c1=O	-2	6	27	6	0	2	2	5	3
CCOc1ccc(CNC(=O)NS(=O)(=O)c2ccc(OC)cc2)cc1	-5	10	24	17	-15	3	7	10	-11
CCCN(CCC)S(=O)(=O)c1cc(Br)cc2c1N(C(=O)CC)CC2	-5	11	8	13	3	2	-2	9	7
CCOc1ccc(N2C(=O)CC(N3CCC(NC(=O)Nc4ccccc4)CC3)C2=O)cc1 (centres undefined)	15	8	-2	10	0	3	4	12	-14
CSCCC(NC(=O)C1CCC(C)CC1)C(=O)N1CCN(c2ccccn2)CC1 (centres undefined)	-27	8	10	14	-3	2	1	8	-17
COC(=O)Cc1c(C)c2ccc(OCC(C)=O)c(C)c2oc1=O	-1	2	-8	4	/	5	-3	8	-1
O=c1cc(O)c2c(=O)[nH]c(=O)n(-c3ccccc3)c2[nH]1	9	9	11	13	6	3	4	10	-3
CCNC(=O)NC(C(=O)OC)C12CC3CC(CC(C3)C1)C2 (centres undefined)	-11	2	27	0	-13	3	2	-2	-9

Continuation:
mol	CatS inh	FXIa mix inh	AP complement	C1s block	CatL block	CatB inh	CatB mix inh	Cathepsin G inh	FXIIa inh mix
N#CC1=C(N)C(C#N)(C#N)C(c2cccnc2)C2COCC=C12 (centres undefined)	0	10	-2	0	8	-4	4	-1	4
COc1ccccc1OCCNC(=O)c1ccc(S(=O)(=O)N(C)C)cc1	9	5	6	28	/	5	4	-1	0
COc1cccc2c(=O)n(CC(=O)N3CCCCCC3)ccc12	-8	-15	17	-117	5	2	-4	0	6
COc1ccc(CCNC(=O)C2CCN(C(=O)N(C)C)CC2)cc1OC	11	3	-9	2	5	0	0	-9	10
Cc1ccc(-c2nnc(SCC(=O)N3CCN(c4ccccc4)CC3)o2)cc1	19	4	-2	12	-10	1	5	12	-15
COc1ccc(C2N(c3ccc(Cl)cc3)C(=O)C3CCCN32)cc1 (centres undefined)	-7	-6	12	-92	-3	1	-6	-14	3
CCc1nc(N[C@@H](Cc2c[nH]c3ccccc23)C(=O)O)c2oc3ccccc3c2n1	-22	7	-1	9	1	2	6	9	4
CCCCN(C)C(=O)c1sc2ncn(CC)c(=O)c2c1C	0	23	6	-16	22	3	5	7	-6
c1ccc(C2(Cn3ccc4ccccc43)OCCO2)cc1	2	-1	-1	0	-1	/	4	-4	5
CCC(c1nnnn1C(C)(C)CC)N(CCCO)Cc1cc2cccc(C)c2[nH]c1=O (centres undefined)	30	-4	-19	2	11	6	-1	9	-1
O=S(=O)(c1ccccc1)c1nc(-c2ccco2)oc1N1CCCCCC1	-5	4	8	4	-2	3	1	5	7
CCS(=O)(=O)CCSc1nc(C)cc(C)c1C#N	0	4	10	13	7	3	3	10	8
CCOC(=O)CCNC(=O)Nc1ccc2nc(C)n(Cc3ccc(Cl)cc3)c(=O)c2c1	-1	-3	-1	-47	/	-1	-8	4	10
Cc1cc(C)c2c(n1)nn1c(-n3ccnc3)cc(C)nc21	4	5	3	2	5	0	2	10	0
Cc1ccc2cc3cc(C(=O)NCCCN4CCCCCC4)oc3nc2c1	-2	-6	7	-46	/	-1	-2	-13	-17

More records.
mol	CatS inh	FXIa mix inh	AP complement	C1s block	CatL block	CatB inh	CatB mix inh	Cathepsin G inh	FXIIa inh mix
Cc1cccc(-n2ncc3c(N4CCN(c5nc(C)cc(C)n5)CC4)ncnc32)c1	2	-3	9	3	20	0	1	9	10
CC(=O)Nc1cc2ccc(OC(C)=O)cc2oc1=O	-32	-5	21	-25	-23	0	-1	2	-2
O=C(Nc1ccc(F)cc1)N1CCN(c2nc3ccccc3s2)CC1	7	5	3	-22	11	1	0	-4	5
CCCCCOC(=O)C1[C@H]2C(=O)N(c3ccccc3CC)C[C@]23C=C[C@H]1O3 (some centres undefined)	-13	-18	10	-152	-5	8	2	-4	6
Cc1ccc(S(=O)(=O)N2CCCC2C(=O)OCC(=O)Nc2ccc3c(c2)OCO3)cc1 (centres undefined)	12	7	-3	-13	8	7	2	-3	-14
CCNc1c2c3c(cccc3n(C)c1=O)C(=O)c1ccccc1-2	9	5	15	-5	6	2	-1	-1	6
NC(=O)CSc1nnc(Cn2c(=O)sc3ccccc32)n1-c1cccc(Cl)c1	-2	-7	16	22	-3	3	7	11	6
COCC(C)NC(=O)CCS(=O)(=O)c1nc(-c2ccc(OC)cc2)cc(C(F)(F)F)n1 (centres undefined)	2	26	7	33	4	1	7	35	1
O=C(Nc1ccc(Cl)cc1C(=O)NCC1CCCO1)c1ccco1 (centres undefined)	-2	1	12	-14	0	4	6	5	2
Cc1ccc(-n2ncc3c(Nc4c(C)n(C)n(-c5ccccc5)c4=O)ncnc32)c(C)c1	-6	5	15	1	-1	-4	5	1	12
COC(=O)NCC(c1cccnc1)N1CCN(c2ccccc2F)CC1 (centres undefined)	-1	4	17	-14	9	3	1	7	-10
c1ccc(SCCOCCn2cncn2)cc1	0	6	-7	12	24	2	1	8	0
Cc1cc(=O)oc2ccc(OCC(=O)N3CCC(C)CC3)cc12	-3	6	14	9	4	-1	5	8	4
COc1ccc(C(C)C)cc1S(=O)(=O)NCc1ccccn1	7	1	1	-4	-7	5	4	-4	4
Nc1nc(-c2ccc(Br)cc2)cs1	16	19	10	1	13	-1	8	4	-2

The listing continues.
mol	CatS inh	FXIa mix inh	AP complement	C1s block	CatL block	CatB inh	CatB mix inh	Cathepsin G inh	FXIIa inh mix
Cc1csc(NC(=O)C(CC(C)C)NS(=O)(=O)c2ccc3c(c2)oc(=O)n3C)n1 (centres undefined)	-2	8	13	16	-2	2	5	11	-19
N#Cc1nc(-c2ccco2)oc1N1CCc2ccccc2C1	2	2	-5	7	1	-1	-3	-1	2
CN(CC(=O)Nc1cccnc1)S(=O)(=O)c1cc(Cl)ccc1Cl	27	8	-18	-14	23	12	4	-4	2
CCOC(=O)c1cnc2c(C(=O)OC)cccc2c1NCc1ccco1	1	7	11	-1	17	5	0	4	-25

3 compounds already listed, sorted by SMILES length, descending:
mol	CatS inh	FXIa mix inh	AP complement	C1s block	CatL block	CatB inh	CatB mix inh	Cathepsin G inh	FXIIa inh mix
CCOC(=O)c1cnc2c(C(=O)OC)cccc2c1NCc1ccco1	1	7	11	-1	17	5	0	4	-25
N#Cc1nc(-c2ccco2)oc1N1CCc2ccccc2C1	2	2	-5	7	1	-1	-3	-1	2
Nc1nc(-c2ccc(Br)cc2)cs1	16	19	10	1	13	-1	8	4	-2

Screens (PubChem BioAssay)
